# TDP2 inh: blocks human TDP2 phosphodiesterase activity. O95551. recombinant TDP2, T5PNP hydrolysis, p-nitrophenol absorbance 415 nm. inhibition, % at 12.8 µM. 370,000 compounds, 0.34% hits. AID 720702;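 active = inhibition above the mean of all tested compounds plus 3 SD, set per campaign, cut at about 25% in these data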;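 also: 0% = DMSO with enzyme and 100% = buffer with substrate but no TDP2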
# Target sequence (O95551 whole entry, looked up): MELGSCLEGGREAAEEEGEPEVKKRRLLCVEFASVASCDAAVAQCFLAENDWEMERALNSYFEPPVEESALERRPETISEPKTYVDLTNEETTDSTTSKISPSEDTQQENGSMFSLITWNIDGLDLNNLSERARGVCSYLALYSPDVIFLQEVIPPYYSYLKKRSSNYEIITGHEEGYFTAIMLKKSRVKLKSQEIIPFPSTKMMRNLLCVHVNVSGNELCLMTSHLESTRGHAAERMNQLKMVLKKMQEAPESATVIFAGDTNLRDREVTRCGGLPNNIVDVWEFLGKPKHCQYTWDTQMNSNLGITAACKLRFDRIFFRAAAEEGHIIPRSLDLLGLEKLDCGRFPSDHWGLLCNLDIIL
#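 System: recombinant human TDP2 / Amount: 120 nM TDP2 per well / Also added: 5 mM T5PNP chromogenic substrate / Doses: 12.8 µM single point, 1% DMSO / Incubation: 2 h at 37 °C / Detection: p-Nitrophenol epi absorbance / Evaluation: % inhibition relative to enzyme-containing and enzyme-free wells / Repeats: singlicate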
# GC-B act: GC-B (human) receptor activation; P20594; HEK293-GC-B cells, CNP EC30, cGMP TR-FRET; 0% at EC30 CNP, 100% saturating CNP; activation, % at 10 µM; 370,000 compounds, 0.11% hits; AID 1920062;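 active = activation at 10 µM reaching about 35% in either raw or pattern-adjusted values, limit read from the data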
# rCAG RNA binder: binds r(CAG) RNA repeats. r(CAG) RNA repeat, TO-PRO-1 dye displacement fluorescence. inhibition, % at 3 µM. 370,000 compounds, 1.3% hits;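 active = inhibition above the plate cutoff, the mean of all test compounds on that plate plus 3 SD, cut at about 35% in these data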;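 also: 0% = DMSO alone and 100% = 100 µM mitoxantrone as full dye displacement; higher means more dye released from RNA so lower well fluorescence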
# MBD2 inh: inhibitors of human MBD2 binding to methylated oligonucleotide. Q9UBB5. TR-FRET. inhibition, % at 4.4 µM. 370,000 compounds, 0.31% hits. AID 686964; in the data active = inhibition above about 13%
# SIAE primary: blocks human sialic acid acetylesterase; SIAE FP-Rh probe binding, fluorescence polarization; inhibition, % at 9.66 µM; 370,000 compounds, 0.69% hits; AID 1053197;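 active = inhibition above a cutoff: mean of compounds within the control limits plus 3 SD of those, cut at about 17% in these data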;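 also: 0% = plate median of compound wells and 100% = probe without SIAE protein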
# PRMT1 FP inh: inhibitors of human PRMT1; Q99873; recombinant PRMT1, activity-based probe fluorescence polarization; inhibition, % at 2.79 µM; 370,000 compounds, 1.3% hits;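 active = inhibition above about 21% made by adding two undisclosed values, limit read from the data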
# HTRA1 inh: inhibitors of human serine peptidase HTRA1. Q92743. recombinant HTRA1, FP-rhodamine activity-based probe, fluorescence polarization. 340,000 compounds, 0.5% hits. inhibition, % at 5.96 µM; in the data active = inhibition above about 36%;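 also: 0% = enzyme with DMSO and 100% = wells lacking enzyme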
# Target sequence (Q92743 whole entry, looked up): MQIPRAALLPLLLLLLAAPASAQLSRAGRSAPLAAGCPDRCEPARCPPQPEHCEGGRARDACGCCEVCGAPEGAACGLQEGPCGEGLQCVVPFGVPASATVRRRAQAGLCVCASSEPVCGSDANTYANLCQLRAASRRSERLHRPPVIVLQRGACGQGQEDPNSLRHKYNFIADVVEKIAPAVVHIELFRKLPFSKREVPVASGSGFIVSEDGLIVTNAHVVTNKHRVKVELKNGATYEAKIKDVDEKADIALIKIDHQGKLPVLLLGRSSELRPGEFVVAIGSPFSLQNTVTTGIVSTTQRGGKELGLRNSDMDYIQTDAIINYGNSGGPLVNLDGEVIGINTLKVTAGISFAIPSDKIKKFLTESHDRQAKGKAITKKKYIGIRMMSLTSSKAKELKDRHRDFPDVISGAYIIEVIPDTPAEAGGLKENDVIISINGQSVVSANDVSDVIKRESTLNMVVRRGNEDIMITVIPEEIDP
# LEDGF integ inh: blocks HIV-1 LEDGF/p75-dependent DNA integration. TR-FRET IN-LEDGF/p75 DNA integration, Eu/Cy5. inhibition, % at 3.7 µM. 370,000 compounds, 0.64% hits. AID 743269;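 active = inhibition above the screen-wide mean plus 3 SD, cut at about 13% in these data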;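 also: signal is the Cy5 over europium emission ratio at 671 and 618 nm; 0% = plate median of compound wells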
# TCR-CD3 inh: blocks the human TCR-CD3 interaction; inhibition, % at 9.4 µM; TAMRA-labeled TCR probe fluorescence, biochemical; 360,000 compounds, 0.37% hits; AID 651800; in the data active = inhibition above about 19%;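 also: recombinant mutant TCR 2C K166C tagged with TAMRA read by polarization; 0% = receptor in buffer alone and 100% = receptor with positive control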
# mABHD4 FP: inhibits mouse alpha/beta hydrolase domain 4 | 370,000 compounds, 0.54% hits | inhibition, % at 8.92 µM | purified mABHD4, FP-Rh probe fluorescence polarization;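 active = inhibition exceeding the mean over every tested compound plus 3 SD, cut at about 30% in these data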;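 also: 0% = plate median of compound wells and 100% = S159A mutant with DMSO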
#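 Assay system: mouse ABHD4 enzyme, wild type / Also added: fluorescent activity-based probe FP-Rh / Doses: single nominal dose of 8.92 µM, 0.89% DMSO final / Timing: 45 min compound pre-incubation plus 60 min probe step, 25 °C / Signal: FP readout, ex 525 nm / em 598 nm / Control set: S159A mutant/DMSO as 100%, compound-well median as 0%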
# An asterisk follows results filed as active; . = no result given.
SMILES,TDP2 inh,GC-B act,rCAG RNA binder,MBD2 inh,SIAE primary,PRMT1 FP inh,HTRA1 inh,LEDGF integ inh,TCR-CD3 inh,mABHD4 FP
Cc1ccc(S(=O)(=O)N2[C@@H](c3cccc(Cl)c3)C(C(=O)O)=CC[C@H]2c2cccc(Cl)c2)cc1,2,9,9,-3,-3,0,1,3,6,18
COc1ccc(-c2nn(-c3ccccc3)cc2CNC[C@H]2O[C@@H](n3cnc(C(N)=O)n3)[C@H](O)[C@@H]2O)cc1,-10,-1,5,-7,4,-2,-7,2,1,-1
Cc1ccc2nc(SCc3ccccc3)c(C=O)c(=O)n2c1,2,-1,-1,-3,-4,3,-1,2,5,7
O=C(c1ccc(Br)o1)N(c1ccccn1)C1CCCCC1,2,-6,-7,-3,-10,-2,-3,-1,-1,1
CNc1cc([N+](=O)[O-])ccc1N/C=C/C(=O)c1cccs1,5,0,11,-2,5,2,-6,3,4,11
COc1ccc(CC(/C=C/c2ccc(F)cc2)c2ccccc2)cc1 (stereo unspecified),3,3,4,-4,-2,0,.,2,.,-4
CCCCN1CC(COCc2ccccc2)Oc2cccc(NCc3cc(OC)c(OC)c(OC)c3)c2S1(=O)=O (stereo unspecified),7,2,8,-1,1,0,.,1,3,-6
CCOc1ccc(-c2cc(CCCC(=O)NCc3cccnc3)no2)cc1,-3,1,3,4,8,4,-5,-4,5,2
COc1ccc(-c2nc(CS(=O)CC(=O)NC3CCCCC3C)c(C)o2)cc1 (stereo unspecified),10,3,-1,3,3,4,-1,4,11,-2
Cn1cnc2cc(NS(=O)(=O)c3ccc(Br)cc3)ccc21,-5,-5,-1,-6,1,1,-5,-1,1,2
O=C(O)c1ccc(COc2ccc3c(c2)CCC3)cc1,-7,-1,8,-5,-1,-5,-7,0,-1,-6
C[C@@H](NC(=O)c1nc[nH]c1C(=O)NCC(=O)OC(C)(C)C)c1ccccc1,-2,9,-13,-8,-2,0,-3,1,-11,-1
Cc1ccc2cc(CN(C(=O)c3ccco3)c3ccccc3)c(=O)[nH]c2c1,-11,0,6,-6,-8,53*,3,-1,-6,-11
Oc1ccc(C[C@H]2CN([C@@H](Cc3ccccc3)CN3CCCC3CN3C(=S)NC[C@@H]3Cc3ccccc3)C(=S)N2CCc2ccccc2)cc1 (stereo partly specified),4,-2,11,1,-5,-2,.,4,-3,-9
COc1cc(NC(=O)CCc2nnc3ccc(N4CCN(C)CC4)nn23)cc(OC)c1,-10,-4,-5,-5,-1,-3,0,-3,5,-3
Cc1ccc(C(=O)C(C)N2C(=O)NC(C)(c3ccccc3)C2=O)cc1 (stereo unspecified),-10,4,-3,-5,-3,-5,-14,3,4,1
CC(C)CCNC(=O)C(=O)NC1CCCC1,11,2,1,-2,4,0,-5,1,3,0
N#C/C(=C\c1cccs1)C(=O)NCc1cccnc1,5,-10,-3,-1,4,0,0,-2,3,-1
CCCCN(C(=O)CSCC(=O)Nc1ccc(OC)cc1)c1c(N)n(Cc2ccccc2)c(=O)[nH]c1=O,10,-1,-2,3,6,0,2,0,-1,2
CCCCC12CN3CCN(CC(C3)/C1=N\NC(=O)c1ccccc1N)C2,-2,2,-1,-5,7,-2,4,1,1,6
CCn1c(=S)sc2c(=O)[nH]c(C)nc21,2,-3,1,2,-2,1,-3,0,1,4
Cc1ncsc1CCOC(=O)c1ccc([N+](=O)[O-])cc1,5,-4,-3,2,-1,2,2,0,16,-4
CCNC(=O)CSc1nc2cc(S(=O)(=O)Nc3ccc(OC)cc3)ccc2o1,4,-6,1,8,6,3,1,3,2,4
CCOC(=O)c1cnc2ccc(OC)cc2c1NCCN1CCOCC1,-4,1,-5,-3,0,-1,-3,3,-5,-7
CCC(=O)Oc1c(S(=O)(=O)c2ccc(C)cc2)c(C)nn1C(C)(C)C,0,6,-11,0,4,0,-4,2,1,3
CNC(=O)C1Cc2c(-c3ccccc3Oc3ccccc3)ccnc2O1 (stereo unspecified),4,0,-2,-4,3,-1,.,1,1,1
Cc1ccc(OCC(=O)Nc2sc3c(c2C#N)CCC3)cc1,-4,0,-2,-5,-4,-1,-3,0,1,-3
Cc1nc2ccc3nc(NC(=O)c4ccc(S(=O)(=O)N5CCOCC5)cc4)sc3c2s1,-8,-7,8,0,0,1,-2,-6,5,-6
C=CCOc1ccccc1CNCCc1ccc(S(N)(=O)=O)cc1,-19,-5,5,1,-8,3,-5,-1,-10,-8
COC(=O)c1nc2ccccn2c1F,10,-1,-2,-2,9,-4,0,-4,-2,-2
CCOC(=O)N1CCN(C(=O)c2ccccc2CCc2ccccc2)CC1,1,3,-6,3,3,3,3,-2,-8,-3
O=C(Nc1ccccc1N1CCOCC1)c1cccc(S(=O)(=O)N2CCOCC2)c1,-13,-1,-1,4,1,3,-5,-1,4,1
O=S(=O)(NC1CCCCC1)c1ccc(Br)cc1,7,-11,-4,1,10,1,-8,-1,-7,5
Cc1ccc(Cn2c(C3CCCN3c3nc(-c4cc(Cl)c(N)c(Cl)c4)cs3)nc3cc(Cl)c(Cl)cc32)cc1 (stereo unspecified),3,-6,12,-1,-7,-2,-8,0,6,0
CCOc1ccccc1NC(=O)c1ccc(S(=O)(=O)N2CCOCC2)cc1,-2,-1,-4,5,-4,-2,-2,0,8,0
CCNC(=O)C1(C)CCCN(Cc2ccccc2-c2ccccc2)C1 (stereo unspecified),3,-4,-1,-1,-1,-4,.,2,-1,2

# Reformatted: 13 of the compounds above.
Compound | TDP2 inh | GC-B act | rCAG RNA binder | MBD2 inh | SIAE primary | PRMT1 FP inh | HTRA1 inh | LEDGF integ inh | TCR-CD3 inh | mABHD4 FP
CCOC(=O)c1cnc2ccc(OC)cc2c1NCCN1CCOCC1 | -4 | 1 | -5 | -3 | 0 | -1 | -3 | 3 | -5 | -7
CCC(=O)Oc1c(S(=O)(=O)c2ccc(C)cc2)c(C)nn1C(C)(C)C | 0 | 6 | -11 | 0 | 4 | 0 | -4 | 2 | 1 | 3
CNC(=O)C1Cc2c(-c3ccccc3Oc3ccccc3)ccnc2O1 (stereo unspecified) | 4 | 0 | -2 | -4 | 3 | -1 | . | 1 | 1 | 1
Cc1ccc(OCC(=O)Nc2sc3c(c2C#N)CCC3)cc1 | -4 | 0 | -2 | -5 | -4 | -1 | -3 | 0 | 1 | -3
Cc1nc2ccc3nc(NC(=O)c4ccc(S(=O)(=O)N5CCOCC5)cc4)sc3c2s1 | -8 | -7 | 8 | 0 | 0 | 1 | -2 | -6 | 5 | -6
C=CCOc1ccccc1CNCCc1ccc(S(N)(=O)=O)cc1 | -19 | -5 | 5 | 1 | -8 | 3 | -5 | -1 | -10 | -8
COC(=O)c1nc2ccccn2c1F | 10 | -1 | -2 | -2 | 9 | -4 | 0 | -4 | -2 | -2
CCOC(=O)N1CCN(C(=O)c2ccccc2CCc2ccccc2)CC1 | 1 | 3 | -6 | 3 | 3 | 3 | 3 | -2 | -8 | -3
O=C(Nc1ccccc1N1CCOCC1)c1cccc(S(=O)(=O)N2CCOCC2)c1 | -13 | -1 | -1 | 4 | 1 | 3 | -5 | -1 | 4 | 1
O=S(=O)(NC1CCCCC1)c1ccc(Br)cc1 | 7 | -11 | -4 | 1 | 10 | 1 | -8 | -1 | -7 | 5
Cc1ccc(Cn2c(C3CCCN3c3nc(-c4cc(Cl)c(N)c(Cl)c4)cs3)nc3cc(Cl)c(Cl)cc32)cc1 (stereo unspecified) | 3 | -6 | 12 | -1 | -7 | -2 | -8 | 0 | 6 | 0
CCOc1ccccc1NC(=O)c1ccc(S(=O)(=O)N2CCOCC2)cc1 | -2 | -1 | -4 | 5 | -4 | -2 | -2 | 0 | 8 | 0
CCNC(=O)C1(C)CCCN(Cc2ccccc2-c2ccccc2)C1 (stereo unspecified) | 3 | -4 | -1 | -1 | -1 | -4 | . | 2 | -1 | 2

# Additional structures
SMILES,TDP2 inh,GC-B act,rCAG RNA binder,MBD2 inh,SIAE primary,PRMT1 FP inh,HTRA1 inh,LEDGF integ inh,TCR-CD3 inh,mABHD4 FP
Cc1ccc(C(=O)COC(=O)c2ccncc2)cc1[N+](=O)[O-],9,2,6,8,-2,-1,4,0,0,12
CCOC(=O)N1CCN(Cc2cc(Cl)c3cccnc3c2O)CC1,-15,-3,4,0,0,10,.,-9,-7,-1
COc1ccc(-c2ccc(=O)n(CC(=O)Nc3ccc(C(=O)NC4CC4)cc3)n2)cc1OC,3,3,-1,-3,-6,0,4,-1,8,0
O=C(Nc1ccccc1)c1nc[nH]c1C(=O)N1CCc2ccccc2C1,0,-1,-2,1,0,-1,-21,1,4,-9
Cc1ccc(OCCCCN2CCc3ccccc3C2)c(C)c1,1,-4,-10,-4,-2,-4,-7,3,4,4
CCN(CC)S(=O)(=O)c1nnc(NC(=O)c2ccco2)s1,-5,-3,7,-3,-2,3,6,9,-3,-4
O=C(Nc1cccc(-c2nc3ncccc3o2)c1)c1sc2cc(Cl)ccc2c1Cl,10,-5,4,2,-1,-1,-3,-2,6,-2
O=C(C1=C(O)C(=O)N(c2ncccn2)C1c1ccc(Cl)cc1)c1ccco1 (stereo unspecified),7,-4,6,-1,-3,2,11,1,-2,2
O=C(CNS(=O)(=O)c1ccc(Cl)c(C(F)(F)F)c1)NC1CCCCCC1,3,5,6,1,-10,1,-13,0,1,3
COc1ccc(-n2c(C)cc(/C=C/c3nc(O)c([N+](=O)[O-])c(=O)[nH]3)c2C)cc1,8,0,17,0,5,6,.,3,6,8
CCN1CCN(C(C(=O)NC2CCCCC2)c2ccnc3ccccc23)CC1 (stereo unspecified),0,-1,2,2,3,-1,.,2,4,2
COc1ccc(C(=O)N2CCN(c3ncccn3)CC2)cc1S(=O)(=O)N1CCOCC1,-2,-1,0,4,-1,5,3,-1,-2,4
Cc1nn(CC(=O)c2cccc(Cl)c2)c(C)c1[N+](=O)[O-],9,-8,8,-1,-9,0,-4,-2,-12,-7
Cc1ccccc1-n1ncc(C(C)NC(=O)c2ccco2)c1C (stereo unspecified),-2,-3,0,2,-4,1,4,-2,-3,3
C/C(=N/NC(=O)c1cccs1)c1ccc(NC(=O)COc2ccc(Cl)cc2)cc1,-4,-8,-4,0,-5,0,-7,-1,-3,-35
Cc1nnc(NC(=O)c2ccc3ccccc3n2)s1,4,-1,1,-1,-6,5,7,-5,-7,-2
Cc1cccc(N2C(=O)SC(N(C)c3ccccc3)C2=O)c1 (stereo unspecified),4,3,-6,0,-1,-1,-12,-2,-5,64*
CCC(CC)C(=O)Nc1ccc(Nc2ccccc2)cc1,-5,1,-4,4,2,-1,1,-2,8,-6

# Results in GC-B act and MBD2 inh, for 2 of the compounds above:
mol | GC-B act | MBD2 inh
C/C(=N/NC(=O)c1cccs1)c1ccc(NC(=O)COc2ccc(Cl)cc2)cc1 | -8 | 0
Cc1nnc(NC(=O)c2ccc3ccccc3n2)s1 | -1 | -1

# Source: PubChem (several laboratories)

# These rows are one share of the data; the hit share may differ from the screen's.
